Assay outcomes from PubChem.
aGal spleen mod: qHTS Assay for Inhibitors and Activators of Human alpha-Galactosidase From Spleen Homogenate | Potency, µM (doses to about 80 µM), for the others: at the highest dose activity change, negative = inhibition, most hits filed as inhibitors | 0.008% of 240,000 active | Alpha-galactosidase A (Homo sapiens), P06280 | AID 2107, 2009 | human spleen homogenate, 4MU-alpha-Gal fluorescence, 40 min;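 also: 0% = enzyme with vehicle and -100% = no enzyme basal signal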
Target sequence (P06280 32-429 limits assumed): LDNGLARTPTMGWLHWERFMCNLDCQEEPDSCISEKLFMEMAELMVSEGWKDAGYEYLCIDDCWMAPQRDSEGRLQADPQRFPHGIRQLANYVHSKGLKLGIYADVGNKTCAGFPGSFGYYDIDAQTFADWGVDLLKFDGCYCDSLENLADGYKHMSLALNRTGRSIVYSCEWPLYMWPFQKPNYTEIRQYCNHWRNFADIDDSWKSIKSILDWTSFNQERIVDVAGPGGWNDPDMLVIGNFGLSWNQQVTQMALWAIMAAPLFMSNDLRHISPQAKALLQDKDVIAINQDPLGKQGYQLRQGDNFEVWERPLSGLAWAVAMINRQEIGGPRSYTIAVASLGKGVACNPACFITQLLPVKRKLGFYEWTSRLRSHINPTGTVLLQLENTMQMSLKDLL
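Human spleen homogenate (1 ug) as enzyme source, 4-methylumbelliferyl-alpha-D-galactopyranoside 1 mM final, citrate/phosphate pH 5.0 with 0.01% Tween-20. Compounds 40 min at 37C, NaOH/glycine stop; fluorescence Ex 365/Em 440, Hill-fit AC50.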
ALDH1A1 block: qHTS Assay for Inhibitors of Aldehyde Dehydrogenase 1 (ALDH1A1); 7.3% of 220,000 active; Purified ALDH1A1, NADH fluorescence, propionaldehyde substrate; Potency, µM (series often up to 75.3 µM), for the others: at the top dose activity, negative = inhibition, most hits filed as inhibitors; Aldehyde dehydrogenase 1A1 (Homo sapiens), P00352; active = well fitted inhibition curve with a large enough effect, not every such curve was filed as active; inconclusive = small, poorly fitted or top-dose-only effect, or another doubt; inactive = no such curve, though single readings can be large or run the other way;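 also: plate controls were no enzyme wells and a reference inhibitor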
NPSR antagonist: qHTS Assay for Antagonists of the Neuropeptide S Receptor: cAMP Signal Transduction | Q6W5P4 | CHO-NPSR cells, cAMP TR-FRET, antagonist mode | Potency, µM (top dose mostly 38.3 µM), for inactives: at the highest dose activity change, negative = inhibition, actives largely listed as inhibitors | 1% of 220,000 active; also: % is scaled to controls: 0 for no effect and ±100 for the full control effect; nearly all actives have a fitted effect of over 50% in size; many of its hits are not listed in these tables
Target sequence (Q6W5P4 whole entry, looked up): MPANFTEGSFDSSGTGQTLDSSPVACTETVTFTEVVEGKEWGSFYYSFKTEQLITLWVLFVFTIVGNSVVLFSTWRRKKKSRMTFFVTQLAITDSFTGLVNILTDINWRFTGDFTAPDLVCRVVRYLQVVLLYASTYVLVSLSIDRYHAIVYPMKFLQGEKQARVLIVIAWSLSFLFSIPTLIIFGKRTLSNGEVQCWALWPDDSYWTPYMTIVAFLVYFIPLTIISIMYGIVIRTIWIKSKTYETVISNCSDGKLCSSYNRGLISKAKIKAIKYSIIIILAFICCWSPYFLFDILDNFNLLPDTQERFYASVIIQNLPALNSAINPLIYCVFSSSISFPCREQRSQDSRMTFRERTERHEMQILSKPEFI
GAA glycogen: qHTS Assay for Inhibitors and Activators of Human alpha-Glucosidase Cleavage of Glycogen; Potency, µM (doses to about 76.4 µM), inactives show at the highest dose activity change, negative = inhibition, hits mostly inhibitors; recombinant GAA, glycogen substrate, Amplex Red glucose oxidase fluorescence; 0.38% of 300,000 active; AID 2100, 2009;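 also: 0% = full enzyme reaction and -100% = no-enzyme basal signal; the screen sought inhibitors and activators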
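Recombinant human alpha-glucosidase (4 nM final) hydrolysed bovine liver glycogen (30 ug) for 40 min at 37 C in pH 5.0 citrate/phosphate with 0.01% Tween-20. Released glucose detected by glucose oxidase/Amplex Red, Ex 573/Em 610 nm. Compounds up to 77 uM; AC50 from Hill fits.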
aGlu spleen mod: qHTS Assay for Inhibitors and Activators of Human alpha-Glucosidase From Spleen Homogenate | Potency, µM (top dose mostly 79.9 µM), for the others: at the top dose activity change, negative = inhibition, usual class: inhibitors | 0.006% of 240,000 active | AID 2112, 2009 | Lysosomal alpha-glucosidase (Homo sapiens), P10253 | human spleen homogenate, 4-MU-alpha-glucoside fluorescence;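 also: 0% = enzyme with vehicle and -100% = no enzyme basal signal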
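Human spleen homogenate (1 ug) with 4-methylumbelliferyl-alpha-D-glucopyranoside (1 mM final) in 50 mM citrate/phosphate pH 5.0, 0.01% Tween-20; 40 min at 37 C. Stopped at pH 10; 4-MU fluorescence Ex 365/Em 440 nm; AC50 by Hill fit.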
Epigenetic derep: Quantitative High-Throughput Screen for Regulators of Epigenetic Control. AID 1865, 2009. Potency, µM (highest dose often 53.9 µM), for the others: at the top dose GFP activation, usual class: activators. murine LDR cells, GFP reporter derepression, 30 h. 0.2% of 280,000 active; also: % of control where 0% means no effect; nearly all actives have a fitted effect of over 60% in size
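Reporter derepression read as number of fluorescent GFP-positive objects, 20-120 um in size, counted by laser-scanning cytometer. Mouse LDR line with an epigenetically silenced CMV-GFP locus; compound incubation 30 h, 37 C.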
GAA inhib: qHTS Assay for Inhibitors of Human alpha-Glucosidase as a Potential Chaperone Treatment of Pompe Disease | Lysosomal alpha-glucosidase (Homo sapiens), P10253 | purified human GAA, 4-MU-alpha-glucoside fluorescence | Potency, µM (doses to about 76.9 µM), without a hit: at the top dose activity change, negative = inhibition, usual class: inhibitors | 0.005% of 200,000 active | AID 1466, 2008;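 also: plate controls were uninhibited enzyme wells for no effect and no-enzyme background for full effect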
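Human alpha-glucosidase, 4 nM, pre-mixed with test compounds before 400 uM 4-methylumbelliferyl substrate; 20 min room temperature at pH 5.0. Fluorescence read after pH 10 stop; AC50 values from Hill-equation fits.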
Tau fluor cs: Counterscreen qHTS for Inhibitors of Tau Fibril Formation, Fluorescence Polarization | tau K18 P301L Alexa594 fluorescence, heparin fibrillization | Potency, µM (series often up to 57.7 µM), for the others: at the highest dose activity change, negative = decrease | 0.93% of 280,000 active | AID 1463, 2008; also: % is scaled to controls: 0 for no effect and ±100 for the full control effect; nearly all actives have a fitted effect of over 55% in size
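Human tau K18 P301L (15 uM unlabeled, 0.24 uM Alexa 594-labeled) in 100 mM sodium acetate pH 7 with 20 uM heparin, 6 hr at 37 C. ThT 30 uM added, 1 hr ambient; Alexa 594 FP and total fluorescence read at 555/632 nm.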
* = called active by the depositor; ? = inconclusive; nt = no result given; & = joins results of further samples; [ ] = another dose, or the depositor's remark. Unless noted, calls follow the shape of the dose curve; as a rule, active = well fitted curve in the direction sought with a large enough effect; inconclusive = small, poorly fitted or top-dose-only effect, or another doubt; inactive = no such curve, though single readings can be large; an effect the other way counts as inactive or inconclusive. Potency is read from the fitted curve at half-maximal effect. Not all compounds are listed, so the mix of outcomes need not match the whole.

(1) O=C(Sc1ccccc1)c1cccc(Cn2cc(C(F)(F)F)ccc2=O)c1
(2) CC(C)(C)C(=O)NCCN1C(=O)S/C(=C\c2ccc([N+](=O)[O-])cc2)C1=O
(3) CCCCC(=O)N1CCCC(C)C1 (configuration not stated)
(4) COc1cccc(CNC(=O)CCC2CCCN(c3cc(C)nc(N4CCCC4)n3)C2)c1 (configuration not stated)
(5) O=C(c1cc(C2CC2)on1)N1CCN(C(c2ccccc2)c2ccccc2)CC1
(6) Cc1cc(C(=O)CSc2nnc(Nc3ccccc3F)s2)c(C)n1CC1CCCO1 (configuration not stated)
(7) CCCCOc1ccccc1C1C(C(N)=O)=C(C)Nc2nnnn21 (configuration not stated)
(8) Cc1ccc(C(=O)CC2C(=O)N(c3ccccc3)C(=S)N2c2ccccc2)cc1 (configuration not stated)
(9) O=C(COc1ccccc1[N+](=O)[O-])Nc1ccc(NC(=O)c2cc3ccccc3o2)cc1
(10) CCc1nc(SCC(=O)Nc2sc(C)c(C)c2C(=O)OC)c2ccccc2n1
entry no. | 1 | 2 | 3 | 4 | 5 | 6 | 7 | 8 | 9 | 10
aGal spleen mod | 3% | 3% | -11% | -19% | -1% | -6% | 0% | -2% | -3% | -4%
ALDH1A1 block | 5% | -10% | -6% | 10% | 0% | ? | 9% | ? | 0% | ?
NPSR antagonist | 2% | 4% | -16% | -5% | ? | -14%[46.1 µM] | -9%[46.1 µM] | -17% | 29% | ?
GAA glycogen | -6% | 0% | -6% | -2% | 8% | -7% | -12% | 10% | 6% | 2%
aGlu spleen mod | 2% | 10% | 1% | -7% | -19% | -3% | -16% | -6% | -1% | -8%
Epigenetic derep | -0.2% | 1.0% | -0.3% | -1.2% | -0.8% | -1.1% | 0.0% | 1.1% | 0.0% | -0.9%
GAA inhib | -8% | -1% | -12% | nt | -3% | ? | -9% | -8% | 7% | -2%
Tau fluor cs | 24% | -9% | 2% | 3% | -5% | ? | 11% | -28% | -19% | -4%

(11) CCC(C)NC(=O)Cn1c(-c2ccccc2)cc(C(C)=O)c1C (configuration not stated)
(12) COc1ccc2[nH]cc(CCNc3nc(-c4ccc(C(=O)N(C)C)cc4)nc4ccccc34)c2c1
(13) CN(C)C(=O)COC(=O)c1cccc(CN2C(=O)c3ccccc3C2=O)c1
(14) O=C(COC(=O)c1cc(Cl)cc(Cl)c1)NCCN1C(=O)CSC1=O
(15) COC1(OC)N=C(N)C2(C#N)C(c3ccc(C)cc3)C12C#N (configuration not stated)
(16) O=C(NNC(=O)C12CC3CC(CC(C3)C1)C2)c1cnccn1
(17) O=c1cc(O)c2c(=O)n(-c3ccccc3)c3ccccc3c2o1
(18) O=C(N/N=C/c1ccc(N2CCCC2)c([N+](=O)[O-])c1)c1cccnc1
(19) CC1CCCC(C)N1CCNC(=O)Cn1nc(-c2ccccc2)ccc1=O (configuration not stated)
(20) O=C(O)C1CCC(Cn2c(SCc3cc(=O)n4cc(Br)ccc4n3)nc3ccsc3c2=O)CC1 (configuration not stated)
entry no. | 11 | 12 | 13 | 14 | 15 | 16 | 17 | 18 | 19 | 20
aGal spleen mod | 5% | 5% | 3% | -5% | 0% | -2% | 13% | -6% | -10% | -9%
ALDH1A1 block | 3% | -2% | 10% | -4% | -3% | -3% | ? | 0.28µM* | 4% | 2%
NPSR antagonist | 1% | nt | 9% | 4% | 1%[46.1 µM] | 25% | 0%[46.1 µM] | -23% | 2%[46.1 µM] | 7.9µM*
GAA glycogen | 8% | nt | 2% | -8% | 2% | 13% | -5% | 8% | 3% | 14%
aGlu spleen mod | 5% | 5% | 3% | -5% | -8% | -8% | 0% | -5% | -2% | -5%
Epigenetic derep | -0.1% | 0.4% | -2.9% | -5.8% | -1.1% | 0.0% | -2.2% | -0.1% | -1.4% | -5.4%
GAA inhib | 2% | nt | -11% | 3% | -6% | 3% | -5% | -6% | -3% | 2%
Tau fluor cs | -4% | 16µM*[quencher] | 8% | -8% | -9% | 0% | 3% | -24% | 5% | 3%

(21) O=[N+]([O-])c1cc(Cl)c(O)c2ncccc12
(22) COC(=O)c1ccc(C2/C(=C(\O)c3cccc(OC)c3)C(=O)C(=O)N2CCCN2CCOCC2)cc1 (configuration not stated)
(23) O=C(OC1CCCCC1)c1ccc(NC(=O)C2CCCCC2)cc1
(24) O=C(COC(=O)CCOc1ccccc1)Nc1ncc(Cl)cc1Cl
(25) Cn1cnc2c1c(=O)n(Cc1ccc(F)cc1Cl)c(=O)n2C
(26) Cc1ccc(N2C(=O)CC(NNC(=O)Cc3ccc(F)cc3)C2=O)cc1Cl (configuration not stated)
(27) COc1cc2c(c(OC)c1OC)-c1ccc(OC)c(=O)cc1[C@H](NC(C)=O)CC2
(28) O=C(NC(=S)NCc1ccc(F)cc1)c1ccccc1
(29) Brc1cc2c(cc1COc1ccc(-c3nn[nH]n3)cc1)OCO2
(30) CC1=CC2(C#N)C3(N=C(N)C2(C#N)C(c2ccccc2)N1)OCCO3 (configuration not stated)
entry no. | 21 | 22 | 23 | 24 | 25 | 26 | 27 | 28 | 29 | 30
aGal spleen mod | 2% | 7% | 5% | -2% | -15% | -1% | -9% | 2% | -11% | 2%
ALDH1A1 block | ? | ? | -14% | ? | 2% | nt | -2% | ? | ? | 10%
NPSR antagonist | -40% | -2%[46.1 µM] | ? | 12% | ? | 11% | nt | -28% | 6%[46.1 µM] | -3%[46.1 µM]
GAA glycogen | 1% | 12% | -4% | 3% | 0% | 3% | nt | -5% | 2% | 1%
aGlu spleen mod | 3% | -1% | 3% | -2% | -5% | -2% | 9% | 1% | 1% | 1%
Epigenetic derep | 10.0% | 0.0% | 0.8% | 0.2% | -0.1% | -1.6% | 0.2% | -2.2% | -2.9% | 4.5%
GAA inhib | -3% | 4% | 1% | 3% | -14% | nt | nt | -4% | 2% | -9%
Tau fluor cs | -20% | 2% | ? | -12% | 2% | -17% | -8% | -15% | 3% | -12%

(31) Cc1cccc(CSc2nc3c(c(=O)n2C)SCC3)c1
(32) COc1ccc(/C=N/NC(=O)C(C)Sc2ccccn2)cc1[N+](=O)[O-] (configuration not stated)
(33) Cc1cc(Nc2ccccc2C(=O)O)n(-c2ccc([N+](=O)[O-])cc2)n1
(34) CN(C)c1c(-c2ccccc2)cc(-c2ccccc2)[nH]c1=O
(35) COc1ccccc1-c1nc(COc2ccc(Cl)cc2Cl)no1
(36) CCC(=O)NC(Nc1sc2c(c1C(=O)OC)CCC2)C(Cl)(Cl)Cl (configuration not stated)
(37) O=C(CSc1nc(Nc2ccccc2)nc(N2CCOCC2)n1)N1CCc2ccccc21
(38) CCn1cc(C(=O)Nc2ccc(-n3cnnn3)c(OC)c2)c(=O)c2ccc(C)nc21
(39) O=C(COC(=O)C1CCN(C(=O)c2ccc(Cl)cc2)CC1)c1ccco1
(40) CCOC(=O)N1CCN(S(=O)(=O)c2cc(OCC(N)=O)c(C)cc2Cl)CC1
entry no. | 31 | 32 | 33 | 34 | 35 | 36 | 37 | 38 | 39 | 40
aGal spleen mod | 1% | -1% | 6% | 1% | -10% | -3% | 6% | 2% | -1% | 5%
ALDH1A1 block | ? | -9% | nt | nt | -9% | ? | 4% | -1% | -9% | 10%
NPSR antagonist | -49% | 19% | 31% | -12% | ? | -51% | -5%[46.1 µM] | -3%[46.1 µM] | 3%[7.67 µM] | -7%[46.1 µM]
GAA glycogen | nt | 3% | -11% | -11% | -10% | ? | 1% | 5% | -3% | nt
aGlu spleen mod | 2% | -7% | -3% | -2% | -8% | -8% | -1% | 1% | 1% | -5%
Epigenetic derep | -8.1% | -4.4% | 0.9% | 0.0% | -0.2% | -0.1% | 1.2% | 0.0% | ? | -2.1%
GAA inhib | -3% | 1% | nt | nt | 9% | 5% | 5% | 4% | -1% | -14%
Tau fluor cs | -10% | -20% | -15% | -3% | -20% | -30% | -25% | 6% | -6% | 5%

(41) Cc1cccc(N2CCN(C(=O)Cc3ccc(-n4c(=O)[nH]c5ccsc5c4=O)cc3)CC2C)c1 (configuration not stated)
(42) CCCCS(=O)CC(O)COCC (configuration not stated)
(43) O=C(NCCc1csc(-c2cccnc2)n1)c1ccccc1
(44) Cc1csc2ncnc(N3CCN(C(=S)Nc4ccc(F)cc4F)CC3)c12
(45) CCN(CC)C(=O)CSc1ncnc2sc(-c3ccccc3)cc12
(46) Fc1ccc(CN2C3=NCCCN3c3ccccc32)cc1
(47) CCOc1cc(NC(=O)C2CC2)c(OCC)cc1NC(=O)CCn1nnc2ccccc21
(48) CCOC(=O)c1cnc2c(cnn2C)c1NCCCn1ccnc1
entry no. | 41 | 42 | 43 | 44 | 45 | 46 | 47 | 48
aGal spleen mod | -9% | 8% | 1% | 2% | 2% | -3% | 8% | 4%
ALDH1A1 block | 12% | 8% | 2% | nt | -13% | 9% | 11% | -3%
NPSR antagonist | -8% | -6%[46.1 µM] | -9%[46.1 µM] | 13% | -24%[46.1 µM] | 11% | 16% | 9%
GAA glycogen | 12% | 1% | -5% | 0% | -4% | 1% | -2% | -4%
aGlu spleen mod | -19% | -1% | 5% | -1% | 5% | -9% | 2% | -2%
Epigenetic derep | -1.1% | -1.2% | 4.2%&-0.8% | -1.0% | 0.8% | -1.9% | -1.8% | -0.1%
GAA inhib | 5% | -2% | 1% | nt | -15% | 0% | -3% | -3%
Tau fluor cs | -8% | -8% | -7%&-1% | -15% | -21% | -7% | -9% | 2%
